Screening data as filed in PubChem.
CCHF vOTU inh: CCHFV vOTU protease inhibition; inhibition, % at 11.5 µM; Pep-AMC fluorescence; AID 651958; 370,000 compounds, 0.55% hits; further: 0% = vehicle wells with enzyme and 100% = no enzyme wells
DUSP3 inh: blocks human VHR1 dual specificity phosphatase | P51452 | recombinant VHR phosphatase, pNPP absorbance | inhibition, % at 13.3 µM | 290,000 compounds, 0.52% hits; in the data active means inhibition above about 50%; further: some compounds called inactive have numbers as strong as hits
Rv3671c protease: inhibits the M. tuberculosis serine protease Rv3671c; AID 2606; inhibition, % at 5.96 µM; 320,000 compounds, 0.048% hits; P9WHR9; in the data active means inhibition above about 38%;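 further: extracellular domain of Rv3671c used as enzyme; 0% = enzyme with DMSO and 100% = no enzyme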
Target sequence (P9WHR9 whole entry, looked up, the tested form may be a part): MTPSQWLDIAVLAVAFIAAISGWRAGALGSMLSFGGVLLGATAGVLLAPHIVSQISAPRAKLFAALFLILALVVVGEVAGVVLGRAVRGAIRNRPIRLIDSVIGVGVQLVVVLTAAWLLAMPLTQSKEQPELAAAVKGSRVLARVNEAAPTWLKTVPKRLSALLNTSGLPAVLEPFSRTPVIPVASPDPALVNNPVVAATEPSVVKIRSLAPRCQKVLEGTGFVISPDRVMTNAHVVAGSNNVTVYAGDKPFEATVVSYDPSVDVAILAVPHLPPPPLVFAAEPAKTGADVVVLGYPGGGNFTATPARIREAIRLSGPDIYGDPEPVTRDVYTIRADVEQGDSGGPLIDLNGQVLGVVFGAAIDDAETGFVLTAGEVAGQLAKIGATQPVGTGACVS
Mtb UGM inh: Mtb UDP-galactopyranose mutase inhibition. AID 504406. inhibition, % at 10 µM. P9WIQ1. purified UGM, fluorescence polarization probe displacement. 320,000 compounds, 0.06% hits; in the data active means inhibition above about 10%, passing the limit was not always enough; inconclusive means no clear call, values can overlap the other calls
Mtb FBA inh: inhibitors of M. tuberculosis fructose-bisphosphate aldolase; AID 588726; purified M. tuberculosis FBA, fluorescence read-out; 360,000 compounds, 2.3% hits; P9WQA3; inhibition, % at 1 µM; in the data active means inhibition above about 27%;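 further: 0% = vehicle and 100% = reference inhibitor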
Target sequence (P9WQA3 whole entry, looked up): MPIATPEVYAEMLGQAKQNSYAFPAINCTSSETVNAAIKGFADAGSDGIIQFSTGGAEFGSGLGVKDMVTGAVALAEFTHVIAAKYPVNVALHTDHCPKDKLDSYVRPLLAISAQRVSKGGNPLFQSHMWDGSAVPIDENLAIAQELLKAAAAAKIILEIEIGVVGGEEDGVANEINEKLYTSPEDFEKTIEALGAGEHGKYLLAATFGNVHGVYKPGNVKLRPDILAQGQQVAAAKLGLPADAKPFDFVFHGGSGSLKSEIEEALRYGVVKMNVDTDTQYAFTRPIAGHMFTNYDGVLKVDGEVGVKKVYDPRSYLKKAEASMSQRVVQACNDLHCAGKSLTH
FadD28 FP inh: inhibitors of Mycobacterium tuberculosis FadD28 bisubstrate binding; FadD28 bisubstrate probe binding, fluorescence polarization; inhibition, % at 12.5 µM; 360,000 compounds, 0.22% hits; in the data active means inhibition above about 8.5%, passing the limit was not always enough; inconclusive means no clear call, values can overlap the other calls
MazEF act: MazEF (E. coli) toxin RNase activation | FAM/BHQ RNA-DNA oligo cleavage fluorescence, 5 h | activation, % at 20 µM | 350,000 compounds, 0.32% hits | AID 504720; in the data active means activation above about 50%
Target sequence (P0AE70 whole entry, looked up): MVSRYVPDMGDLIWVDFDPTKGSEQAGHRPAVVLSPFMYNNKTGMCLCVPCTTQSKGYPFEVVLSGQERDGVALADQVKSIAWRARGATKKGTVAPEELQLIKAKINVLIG
BioA inh: BioA (M. tuberculosis) enzyme inhibition | 360,000 compounds, 0.096% hits | purified M. tuberculosis BioA enzyme, plate reader | inhibition, % at 9.99 µM | AID 602481; in the data active means inhibition above about 40%; inconclusive means no clear call, values can overlap the other calls
GDH-TPI counter: inhibits GDH-TPI coupling enzymes, artifact for Mtb FBA screen. 360,000 compounds, 1.2% hits. inhibition, % at 4.8 µM. GDH-TPI coupled enzyme counterscreen, NADH absorbance. AID 588335;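 further: 0% = DMSO wells and 100% = wells lacking the enzyme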
BoNT-F LC inh: inhibitors of Botulinum neurotoxin F light chain protease | Multiplex microsphere protease cleavage assay, flow cytometry | inhibition, % at 10 µM | 360,000 compounds, 0.22% hits | AID 588497; in the data active means inhibition above about 35%, passing the limit was not always enough; inconclusive means no clear call, values can overlap the other calls; further: plate controls were buffer without enzyme for full effect and enzyme alone for no effect
Active calls of the source: *; ? = inconclusive; nt = not tested or not shown; & = joins results of further samples. Unless noted, no stated cut-off is given here; in the data, active means inhibition above about 30%; inactive means the rest. Compounds were not picked by outcome, and some 4.9% of all compounds hit somewhere here.

Results follow in this order: CCHF vOTU inh, DUSP3 inh, Rv3671c protease, Mtb UGM inh, Mtb FBA inh, FadD28 FP inh, MazEF act, BioA inh, GDH-TPI counter, BoNT-F LC inh
O=C(c1cccs1)N1CCN(Cc2ccccc2[N+](=O)[O-])CC1
  -7, 0, -11, -0.4, 4, -1.0, -1, nt, 1, -14
CCOC(=O)c1c(C)[nH]c(C)c1C(=O)COC(=O)c1cccs1
  10, nt, -12, -1.4, 0, -5.8, 2, 1.7, -10, -4
CC(C)(C)S(=O)(=O)N1Cc2cc(CO)cc(CCO)c2[C@H]1CCO
  13, nt, nt, nt, -2, -3.1, -1, -4.1, 4, -3
Cc1ccc(-c2nc(CS(=O)CC(=O)N3CCN(c4ncccn4)CC3)c(C)o2)cc1 (stereo not drawn)
  2, 17, -2, -1.2, 15, -0.9, -13, -0.1, 7, -1
C[C@@H]1CN([C@@H](C)CO)C(=O)CCCn2nncc2CO[C@H]1CN(C)S(=O)(=O)c1cn(C)cn1
  -1, nt, nt, nt, 2, -0.9, 0, -1.6&-0.7, 0, 0
O=C(N/N=C/c1ccc(Cl)cc1Cl)c1ccncc1
  -4, -4, -4, 0.1, -1, -3.6, 11, -0.1, 15, ?
Cc1ccccc1NC(=O)CSc1nnc2ccc(-c3ccccn3)nn12
  3, nt, -5, -1.0, 2, 0.3, 8, nt, 2, 2
CCOC(=O)NC1C=CS(=O)(=O)C1 (stereo not drawn)
  11, 39, -3, -0.9, 6, -1.2, 0, -1.5, 4, -29
CCOC(=O)c1c(CSC(=N)N)n(-c2ccc(Br)cc2)c2cc(Br)c(OC(C)=O)cc12
  -3, 34, nt, nt, 0, -2.9, 15, nt, 12, -22
O=C1CC(c2ccccc2)C(=O)N2C(=O)CC(c3ccccc3)C(=O)N12 (stereo not drawn)
  4, nt, nt, nt, 3, -0.4, 1, -2.3, 2, 2
O=C(CSc1ccc(-c2nc3ccccc3[nH]2)cn1)Nc1ccc(S(=O)(=O)N2CCCC2)cc1
  -17, -20, -163, 2.0, 8, 22*, -5, nt, 21, -5
O=C(/C=C/c1ccco1)N/C(=C\c1ccccc1)C(=O)NCCc1nc2ccccc2[nH]1
  -2, -1, 4, 1.4, -2, -4.1, 12, nt, 19, 2
CC(Oc1ccc(F)cc1)C(=O)Nc1cccc(S(=O)(=O)N(C)c2ccccc2)c1 (stereo not drawn)
  -1, nt, nt, nt, -1, -0.1, 2, -0.9, 4, 4
N/C(=N\S(=O)(=O)c1ccc(Cl)cc1)N1CCOCC1
  -3, 2, -2, 1.6, -2, -1.8, 3, 0.7, 3, ?
CC(C)c1ccc(N2C(=O)[C@@H]3Cc4ccccc4CN3C2=O)cc1
  -17, -6, -5, -2.2, 1, -0.8, -31, -2.6, 2, -13
CCOC(=O)COc1ccccc1C1Nc2ccccc2C(=O)N1c1cccc(Cl)c1 (stereo not drawn)
  -42, 44, 0, 1.6, 36*, -4.1, -21, nt, 6, 1
COc1ccccc1N1CCN(C(=O)CCc2nnc3ccc(N4CCCC4)nn23)CC1
  0, 23, -4, 0.4, 2, -2.0, -1, 2.6, 14, 8
O=C(NCc1ccco1)c1ccccc1
  2, -10, 4, -3.4, 2, -0.7, 0, -2.0, 3, nt
Cc1ccc(S(=O)(=O)Nc2cccc(C(=O)N3CCOCC3)c2)c(C)c1NS(C)(=O)=O
  11, 59*, -4, -0.4, -1, -0.9, 10, nt, 3, -6
CCn1nc(C(=O)Nc2ccc(S(=O)(=O)Nc3nccs3)cc2)c2ccccc2c1=O
  13, 27, -4, 1.8, 2, 0.0, -24, -0.7, 11, 22
Cc1cc(C)nc(Oc2ccc(Br)cc2Br)n1
  15, -4, 9, -1.4, -1, -2.3, 7, nt, -4, -2
CCC1CCCCN1CCCNC(=O)CCNC(=O)Cn1cnc2ccccc2c1=O (stereo not drawn)
  3, 12, 3, 0.1, 0, -0.4, -23, -2.5, -4, -11
O=C(c1ccc2snnc2c1)N1CCN(c2ccccn2)CC1
  5, 28, -11, 0.9, 0, -4.3, 2, 7.2, 5, 4
Cc1ccnc(NCc2ccc(Cl)cc2)c1
  -12, 9, -3, -1.6, 0, -2.1, 11, 0.1, 3, -14
O=C(CCSc1nnc2ccc3ccccc3n12)Nc1ccc(F)cc1
  4, -11, 3, 1.6, 7, -1.7, -29, -1.2, 17, 9
CCOC(=O)c1c(Nc2ccccc2N)cc(C)nc1C
  0, 38, -6, 5.1, 0, -1.3, -3, nt, -1, -11
O=C(CSc1nnc(SCC(=O)NCc2ccc3c(c2)OCO3)s1)NCc1ccc2c(c1)OCO2
  -4, 3, nt, nt, 2, 0.9, 19, -2.0, 0, 7
Cc1cc(Br)c(NC(=O)Cn2c([N+](=O)[O-])cnc2C)cc1C
  -11, 22, -4, 0.7, -2, 0.6, 0, 4.0, 15, 1
Cc1nc(N2CCCCC2)c2ccsc2n1
  -5, 0, 7, -0.9, 10, 1.0, -4, 1.6, -1, 4
C=CCn1c(C)c(C(C)=O)c(N2CCOCC2)nc1=S
  1, 22, 2, -1.1, -1, -1.5, 6, 0.2, 4, -70
Cc1cc(C)nc(N2CCCC(C(=O)NCC(c3ccccc3)c3ccccc3)C2)n1 (stereo not drawn)
  -6, 3, -5, 1.6, 1, -3.3, -1, 18, -8, -3
CCC1(C)Cc2ccccc2-c2nc(SCC(N)=O)[nH]c(=O)c21 (stereo not drawn)
  7, 10, 7, 1.3, 6, -0.9, -13, -0.8, 13, 0
COc1ccc(OC(=O)N(C)C[C@H]2OCc3cnnn3CCCC(=O)N([C@H](C)CO)C[C@H]2C)cc1
  19, nt, nt, nt, 1, -0.4, 18, 1.4&1.5&-1.6, -11, -1
CCOC(=O)c1ccc(N=C2SC(C(=O)Nc3ccc(C(=O)O)cc3)CC(=O)N2Cc2cccs2)cc1 (stereo not drawn)
  -12, 33, -19, 3.8, -3, -5.2, 2, 0.7, 7, -6
Cc1nc2ccccc2nc1CN1CCN(Cc2ccc(F)c(F)c2)C(CCO)C1 (stereo not drawn)
  -5, -4, -1, -1.5, 1, -2.0, 5, 11, 11, 1
O=C(COC(=O)CSc1ccc([N+](=O)[O-])cc1)NCCCc1ccccc1
  9, 6, 2, 1.1, 0, -0.9, -8, 1.1, 20, -3
CC(C)CCNC(=O)CCCOc1ccccc1
  8, -7, 5, 0.1, -1, -0.6, -5, -0.8, 8, 1
Cc1ccc(S(=O)(=O)N2CCN(C(=O)COC(=O)c3cc([N+](=O)[O-])ccc3NCCO)CC2)c(C)c1
  10, nt, -7, 0.9, 1, 1.1, -1, -0.7, 19, -8
Cc1c(NC(=O)c2cccc(NC(=O)COc3ccc(C#N)cc3)c2)c(=O)n(-c2ccccc2)n1C
  -4, nt, nt, nt, 1, 0.7, 4, -0.6, 6, 12
Cc1cccc(CS(=O)(=O)c2cn(CC(=O)N3CCOCC3)c3ccccc23)c1
  -9, 30, -6, 2.8, 3, -1.3, -10, -2.5, 12, -3
COc1ccc(C2C(C(=O)c3ccccc3)N3c4ccccc4C=CC3C2[N+](=O)[O-])cc1 (stereo not drawn)
  9, 22, nt, nt, -10, -3.1, 63*, nt, 4, nt
COCCCNC(=O)Cn1nnc(-c2ccc(NC(=O)c3ccccc3F)cc2)n1
  5, 9, 4, -1.6, -1, -1.3, -4, -1.0, 6, -17
CCCC(=O)Nc1cc2c(cc1C(C)=O)OCCO2
  -8, 30, 1, 0.5, 5, 1.5, 5, 1.1, 14, 3
COc1cccc(OC)c1C(=O)Nc1ccc2c3c(cccc13)CC2
  12, 28, 1, -0.3, -2, 0.8, 39, -1.6, 0, -2
Cc1ccc(/C=N\NC(=O)Cc2cccn2C)o1
  -8, -9, -3, -0.3, -2, -1.1, 13, nt, 1, -1

Exported as labelled records: 4 of the compounds above.
> CCC1(C)Cc2ccccc2-c2nc(SCC(N)=O)[nH]c(=O)c21 (stereo not drawn)
- CCHF vOTU inh: 7
- DUSP3 inh: 10
- Rv3671c protease: 7
- Mtb UGM inh: 1.3
- Mtb FBA inh: 6
- FadD28 FP inh: -0.9
- MazEF act: -13
- BioA inh: -0.8
- GDH-TPI counter: 13
- BoNT-F LC inh: 0

> COc1ccc(C2C(C(=O)c3ccccc3)N3c4ccccc4C=CC3C2[N+](=O)[O-])cc1 (stereo not drawn)
- CCHF vOTU inh: 9
- DUSP3 inh: 22
- Rv3671c protease: nt
- Mtb UGM inh: nt
- Mtb FBA inh: -10
- FadD28 FP inh: -3.1
- MazEF act: 63*
- BioA inh: nt
- GDH-TPI counter: 4
- BoNT-F LC inh: nt

> Cc1c(NC(=O)c2cccc(NC(=O)COc3ccc(C#N)cc3)c2)c(=O)n(-c2ccccc2)n1C
- CCHF vOTU inh: -4
- DUSP3 inh: nt
- Rv3671c protease: nt
- Mtb UGM inh: nt
- Mtb FBA inh: 1
- FadD28 FP inh: 0.7
- MazEF act: 4
- BioA inh: -0.6
- GDH-TPI counter: 6
- BoNT-F LC inh: 12

> CCCC(=O)Nc1cc2c(cc1C(C)=O)OCCO2
- CCHF vOTU inh: -8
- DUSP3 inh: 30
- Rv3671c protease: 1
- Mtb UGM inh: 0.5
- Mtb FBA inh: 5
- FadD28 FP inh: 1.5
- MazEF act: 5
- BioA inh: 1.1
- GDH-TPI counter: 14
- BoNT-F LC inh: 3

Given as comma-separated lines: part of the list above.
SMILES,CCHF vOTU inh,DUSP3 inh,Rv3671c protease,Mtb UGM inh,Mtb FBA inh,FadD28 FP inh,MazEF act,BioA inh,GDH-TPI counter,BoNT-F LC inh
COc1ccc(OC(=O)N(C)C[C@H]2OCc3cnnn3CCCC(=O)N([C@H](C)CO)C[C@H]2C)cc1,19,nt,nt,nt,1,-0.4,18,1.4&1.5&-1.6,-11,-1
CCC1(C)Cc2ccccc2-c2nc(SCC(N)=O)[nH]c(=O)c21 (stereo not drawn),7,10,7,1.3,6,-0.9,-13,-0.8,13,0
